S1P2 agonist: S1P2 receptor agonists, primary screen, cell-based; Sphingosine 1-phosphate receptor 2 (Homo sapiens), O95136; S1P2-expressing cell line, agonist reporter read-out; activation, % at 4.5 µM; 97,000 tested, 0.46% active; in the data active = activation above about 16%;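 note: 0% = vehicle low control and 100% = maximal reference agonist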
Target sequence (O95136 whole entry, looked up): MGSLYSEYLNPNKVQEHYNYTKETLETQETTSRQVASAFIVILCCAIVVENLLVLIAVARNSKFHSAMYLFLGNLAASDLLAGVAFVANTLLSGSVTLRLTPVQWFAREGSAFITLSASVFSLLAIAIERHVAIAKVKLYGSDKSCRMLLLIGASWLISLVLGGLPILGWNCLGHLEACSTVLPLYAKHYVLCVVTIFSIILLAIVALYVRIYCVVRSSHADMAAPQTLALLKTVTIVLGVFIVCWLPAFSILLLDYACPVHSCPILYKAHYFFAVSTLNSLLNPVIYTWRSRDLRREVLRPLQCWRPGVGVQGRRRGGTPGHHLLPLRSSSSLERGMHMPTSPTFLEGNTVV
HUVEC inhibit: inhibitors of HUVEC proliferation, primary screen, cell-based, 384-well | CellTiter-Glo luminescence, 72 h; hits give low values | viability, % at 10 µM (by protocol) | 86,000 tested, 1.1% active | AID 648, 2007;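 active = viability at or below 30%; inactive = viability above 30%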;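 note: 100% = median luminescence of DMSO-only cell control wells on each plate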
Ecoli WT expand: growth inhibitors of wild-type E. coli, primary screen, strain BW25113, expanded library, OD600 | OD600 absorbance | growth inhibition, % at 100 µM | 98,000 tested, 0.15% active | AID 710, 2007;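 active = growth inhibition above about 50% at one test dose, limit read from the data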;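 note: growth measured after 20 h incubation at 37 °C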
DAT uptake mod: changed hDAT dopamine uptake under cocaine IC80, either direction, primary screen, cocaine antagonist project, cell-based, LLC-PK1 hDAT, [14C]-dopamine uptake, MLSMR; B-score at 10 µM; Sodium-dependent dopamine transporter (Homo sapiens), Q01959; AID 449768, 2010; LLC-PK1 hDAT cells, [14C]-dopamine uptake with cocaine IC80; actives deviate in either direction; 110,000 tested, 1.3% active;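 active = Z score or B-score, a plate-position-corrected score, falls beyond the plate's 99.7% confidence bounds, in either direction; inactive = both scores lie inside the 99.7% bounds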;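 note: scored against the spread of the other compound wells on the same plate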
Target sequence (Q01959 whole entry, looked up): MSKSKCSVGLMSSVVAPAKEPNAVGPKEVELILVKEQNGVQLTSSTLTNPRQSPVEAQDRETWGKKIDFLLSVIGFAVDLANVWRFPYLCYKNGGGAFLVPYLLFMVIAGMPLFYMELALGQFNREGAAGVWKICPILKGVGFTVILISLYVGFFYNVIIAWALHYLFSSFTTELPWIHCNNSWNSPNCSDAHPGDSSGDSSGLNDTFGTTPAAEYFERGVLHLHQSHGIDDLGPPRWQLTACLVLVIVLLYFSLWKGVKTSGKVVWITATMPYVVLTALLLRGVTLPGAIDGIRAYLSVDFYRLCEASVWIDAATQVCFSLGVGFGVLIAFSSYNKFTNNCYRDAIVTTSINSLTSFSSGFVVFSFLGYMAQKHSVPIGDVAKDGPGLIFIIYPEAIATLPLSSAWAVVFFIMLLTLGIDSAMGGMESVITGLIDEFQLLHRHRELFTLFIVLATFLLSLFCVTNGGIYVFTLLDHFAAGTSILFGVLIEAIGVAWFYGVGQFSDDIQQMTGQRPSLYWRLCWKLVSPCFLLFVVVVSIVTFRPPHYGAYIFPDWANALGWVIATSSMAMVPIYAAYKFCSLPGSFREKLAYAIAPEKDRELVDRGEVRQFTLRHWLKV
PostGolgi ctrl: growth inhibition of yeast control strain, primary screen, counter-screen for post-Golgi transport modulator project; efflux-deficient yeast background strain, growth absorbance A615, 16 h; inhibition, % at 10 µM; 98,000 tested, 5% active; AID 738, 2007
Fibroblast inh: antiproliferative effect on LL 47 fibroblasts – human, LL 47 cells, CellTiter-Glo luminescence, primary screen; LL 47 human lung fibroblast viability, ATP luminescence; hits give low values; viability, % at 10 µM; 85,000 tested, 1.1% active; AID 719, 2007;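 active = viability at or below 50% in the single dose screen; inactive = viability above 50%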;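 note: compound exposure lasted 72 h before the ATP readout; 100% = median luminescence of untreated cell-only wells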
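test system = LL 47 human lung fibroblasts | amount = 1,150 fibroblasts seeded per well | medium = 15% FBS in IMEM | times = overnight cell rest, 72 h compound treatment at 37 °C | measured by = CellTiter-Glo luminescence measuring cellular ATP | read-out = viability percentage against median untreated-cell control | benchmarks = cell-only wells, no compound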
H69AR inhibit: proliferation blockers of H69AR lung cancer cells, primary screen, cell-based, human, 86K library | H69AR lung tumor viability, ATP luminescence, 72 h; hits give low values | viability, % at 10 µM | 85,000 tested, 6% active | AID 598, 2007;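 active = viability at or below 40%; inactive = viability above 40%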;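 note: multidrug resistant small cell line overexpressing MRP-1 efflux transporter; 100% = mean luminescence of untreated control wells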
PostGolgi yeast: phenotypic screen on post-Golgi transport, primary screen. 98,000 tested, 0.9% active. inhibition, % at 10 µM. AID 739, 2007. post-Golgi transport phenotypic cell assay;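 note: yeast cells grown in 1536-well plates; yeast grown about 18 h at 30C before absorbance read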
S1P2 blocker: human S1P2 receptor antagonists, primary screen, cell-based; 97,000 tested, 0.21% active; inhibition, % at 5 µM; Sphingosine 1-phosphate receptor 2 (Homo sapiens), O95136; AID 736, 2007; cell-based S1P2 antagonist assay, inhibition at 5 uM; in the data active = inhibition above about 45%;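 note: CRE beta-lactamase reporter cells expressing human S1P2 stimulated with S1P; 0% = agonist at EC80 alone and 100% = agonist plus reference antagonist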
The depositor's hits bear a star; / = not tested or not shown. Cut-off read from the data, not from the text of the source, unless noted: active = inhibition above about 30%; inactive = the rest. Hits appear at their usual frequency; overall some 11% were active at least once.

mol | DAT uptake mod | Fibroblast inh | PostGolgi yeast | HUVEC inhibit | PostGolgi ctrl | S1P2 blocker | S1P2 agonist | H69AR inhibit | Ecoli WT expand
COC(=O)C1=C(C)NC(C)=C(C(=O)OC)C1C(=O)OCC(=O)N1c2ccccc2CC1C (configuration not stated) | 1.9 | 99 | 6 | 89 | 2 | -18 | -5 | 99 | -6
NC(=O)N1c2ccccc2CC(=O)c2ccccc21 | -0.73 | / | -11 | / | 14 | 13 | -3 | / | -1
O=C1CC(N2CCN(c3ccc(Cl)c(Cl)c3)CC2)C(=O)N1 (configuration not stated) | -0.41 | 94 | 52* | 85 | -5 | 20 | -7 | 90 | 4
FC(F)(F)c1cccc(N2CCc3cn[nH]c32)c1 | 0.14 | 96 | 16 | 81 | 26 | -17 | -3 | 85 | 15
COc1ccc(OCC(=O)Nc2ccc(N3CCOCC3)cc2)cc1 | -1.3 | 96 | 0 | 84 | -4 | 9 | -4 | 85 | 9
Cc1cc([N+](=O)[O-])nn1CC(=O)NNC(=S)Nc1ccc([N+](=O)[O-])cc1 | -1.7 | / | 4 | / | 5 | 8 | -5 | / | 7
CC(C)NC(NC(=O)Cc1ccccc1)C(Cl)(Cl)Cl (configuration not stated) | 0.99 | / | -2 | / | 3 | -8 | -3 | / | 7
Cc1ccc2[nH]c(=O)c(C(c3nnnn3C3CCCC3)N3CCCc4ccccc43)cc2c1 (configuration not stated) | 0.15 | / | / | 89 | / | 1 | -6 | 65 | /
Oc1ccc(Cl)cc1/C=N/c1nccs1 | 0.23 | 97 | 5 | 79 | 25 | 20 | 0 | 82 | 13
O=C(Cn1c(O)c(/C=C2\C=Nc3ccccc32)sc1=O)Nc1ccc2c(c1)OCO2 | -0.87 | / | -2 | / | 8 | 1 | 0 | / | -5
CN(Cc1ccccc1)S(=O)(=O)c1ccc2[nH]cc(C(=O)NCC3CCCO3)c(=O)c2c1 (configuration not stated) | / | 104 | 9 | 85 | 6 | -10 | -9 | 98 | -13
COc1ccc(C(=O)N2CCN(S(=O)(=O)N3CCOCC3)CC2)cc1OC | -2.1 | 92 | 0 | 101 | 6 | -9 | -4 | 91 | 1
COc1ccc2cc(CN(Cc3ccco3)C(c3nnnn3C3CCCCC3)C(C)C)c(=O)[nH]c2c1 (configuration not stated) | -0.27 | 89 | 5 | 61 | 0 | -8 | -2 | 65 | -3
Cc1ccc(CS(=O)(=O)CCC(=O)NCc2ccc3c(c2)OCO3)cc1 | 0.13 | 109 | -5 | 108 | -7 | 9 | -1 | 94 | 0
CCNS(=O)(=O)c1ccc(C(=O)Nc2ccccc2)cc1 | -0.4 | 106 | 8 | 104 | 9 | -12 | -3 | 98 | -4
COc1cc(C)nc(N2CCCC(C(=O)NCC(C)C)C2)n1 (configuration not stated) | 0.43 | 94 | / | 98 | / | -16 | -1 | 101 | /
CCOc1ccc(NC(=O)c2ccc3snnc3c2)cc1 | 0.39 | 106 | / | 108 | / | -5 | -4 | 98 | /
O=C(O)CNC(=O)c1ccccc1NC(=O)c1ccco1 | 0.99 | 93 | -4 | 80 | 23 | 20 | -3 | 89 | -5
Cc1cc(C(=O)O)c(=O)[nH]c1C | 0.15 | / | 2 | 97 | 10 | -13 | -6 | 109 | -9
O=C(OCc1cnc(Cl)s1)c1cccc(Cl)c1Cl | -0.49 | / | 8 | / | 12 | -18 | -1 | / | -2
CNC(=O)NCC12CC3CC(CC(C3)C1)C2 | -0.48 | 103 | 4 | 106 | 4 | -6 | -2 | 100 | -6
CC(=O)Nc1ccc(S(=O)(=O)Nc2nc3ccccc3nc2N2CCCC2)cc1 | -0.46 | 95 | 4 | 103 | 12 | -7 | -1 | 80 | 0
COc1cc(OC)cc(C(=O)NCC(=O)OC2CCOC2=O)c1 (configuration not stated) | 0.87 | / | -1 | / | 2 | 3 | -2 | / | 2
Cc1ccc(/C=C2\SC(=S)N(Cc3ccccc3)C2=O)o1 | -1.2 | / | 9 | / | 5 | 0 | -7 | / | -14
CSc1nc2ccc(NS(=O)(=O)c3ccc(Cl)s3)cc2s1 | 0.02 | 104 | -1 | 93 | 40* | 3 | -1 | 91 | 27
Cc1cc(Cl)ccc1Oc1ncc(CN2CCN(c3ccccc3)CC2)s1 | -0.35 | 97 | 0 | 99 | 17 | -17 | 0 | 89 | 2
CN(C(=O)c1ccco1)c1nc(CC(=O)Nc2ccccc2)cs1 | 0.83 | 94 | / | 100 | / | -3 | -5 | 87 | /
COc1ccc(NC(=O)N(CCO)Cc2cc3c(C)cc(C)cc3[nH]c2=O)cc1 | 2.9* | 101 | -8 | 87 | 0 | 9 | -12 | 51 | -2
COC(=O)c1c(NC(=O)CSc2nnnn2-c2ccccc2)sc2c1CCCC2 | 2.2 | 95 | -3 | 78 | 22 | 2 | 0 | 83 | -2
C/C(=C\c1ccccc1)C(=O)n1nnc2ccccc21 | -0.0088 | / | -2 | / | 6 | 6 | -3 | / | 2
Cn1c(SCc2ccc(C#N)cc2)nnc1-c1cccc(Cl)c1 | -0.018 | 102 | 0 | 104 | 8 | 6 | -9 | 82 | 2
Cc1cc(NC(=O)CSc2nnc(Cc3ccccc3)o2)no1 | -0.3 | 101 | -4 | 96 | -1 | 1 | -1 | 97 | -5
O=C(C1COc2ccccc2O1)N1CCn2c(nc3ccccc32)C1 (configuration not stated) | -1.2 | 98 | 3 | 93 | 4 | -16 | -5 | 95 | 2
COc1ccc(-c2nnc(-c3ccc(N)cc3)o2)cc1 | 2.3 | 114 | 10 | 99 | 13 | 2 | 0 | 86 | -12
O=C(CSc1nnc(-c2cccnc2)n1Cc1ccco1)c1ccc2ccccc2c1 | 0.087 | 101 | 1 | 92 | -3 | -32 | -1 | 79 | 0
CCOC(=O)c1nn(-c2cccc(C)c2)c2nc(-c3ccccc3)c(C#N)c(=O)n12 | -1.3 | / | -8 | / | -9 | -5 | -9 | / | -18
Cc1cc(C)c(NC(=O)C2CCCCN2C)c(C)c1 (configuration not stated) | -0.9 | 99 | -2 | 86 | -4 | -2 | -5 | 103 | -4
Cc1ccc(N=C2NC(=O)CS2)c(C)c1 | -0.18 | 102 | 0 | 101 | 18 | 19 | -2 | 101 | 7
CCCCn1nnnc1NCc1ccc(OC)c(OC)c1OC | 1.1 | 108 | 6 | 104 | 9 | 2 | -2 | 86 | 0
COc1ccc(C(=O)N2CCN=C2SCc2cccnc2)cc1OC | 0.03 | 95 | -8 | 87 | -6 | 11 | 0 | 83 | 0
CNS(=O)(=O)c1cccc(C(=O)NCC(c2cccs2)N(C)C)c1 (configuration not stated) | 1.7 | 97 | -3 | 99 | 8 | 6 | -4 | 91 | 5
CCOC(=O)Nc1ccc2c(C)cc(=O)oc2c1 | 1.7 | 93 | 0 | 98 | 33* | -19 | -3 | 89 | 2
C=CCn1c(CNC(=O)CCC)nc2ccccc21 | -0.38 | 100 | / | 102 | / | 0 | -4 | 106 | /
CCNc1nc(NCC)nc(ON=C(C)C)n1 | / | / | 9 | / | 26 | -1 | -2 | / | -3
COc1ccc(Cc2nnc(SC)[nH]c2=O)cc1OC | 0.89 | 96 | 12 | 93 | 16 | -18 | -4 | 94 | -6
CC1Cc2ccccc2N1C(=O)Cn1nnc(-c2ccccc2NC(=O)C2CCC2)n1 (configuration not stated) | / | 99 | 4 | 105 | 32* | -8 | 0 | 56 | -26
Cc1ccc2nc(-c3ccc(NC(=O)CSc4ccccc4)cc3)[nH]c2c1 | 0.64 | / | -6 | / | 3 | 4 | -2 | / | -14
Cn1nc(-c2ccc(Cl)cc2)c2cc(C(=O)N3CCCC3)sc21 | 0.86 | 78 | 3 | 85 | 19 | -16 | -4 | 73 | -5
CCOC(=O)Cn1c(=NC(=O)CSC(C)=O)sc2cc(F)ccc21 | -1.2 | 107 | -7 | 94 | 2 | 24 | -7 | 87 | -1
Cc1ccc(N=Cc2nc(-c3ccco3)oc2O)cc1 | -0.67 | 99 | 7 | 90 | 6 | 12 | -3 | 85 | 8

Next records:
mol | DAT uptake mod | Fibroblast inh | PostGolgi yeast | HUVEC inhibit | PostGolgi ctrl | S1P2 blocker | S1P2 agonist | H69AR inhibit | Ecoli WT expand
COc1ccc(Nc2nc3ccccc3nc2-n2nc(C)cc2C)cc1 | 0.03 | 108 | -5 | 102 | -1 | -21 | 2 | 90 | -2
CCOc1ccc(C(C#N)N2CCOCC2)cc1OC (configuration not stated) | -1.6 | 114 | -12 | 98 | 24 | -14 | -11 | 104 | -2
COC(=O)CCC(=O)c1oc2ccc(Cl)cc2c1NC(=O)CCCN1C(=O)c2ccccc2C1=O | 1.1 | 106 | 1 | 78 | 6 | 3 | -5 | 85 | -7
COc1ccc(OC)c(S(=O)(=O)Nc2ccc3oc4c(c3c2)C(=O)CCC4)c1 | 0.47 | 88 | 8 | 87 | 11 | -9 | -4 | 95 | -2
Cc1nnc(NC(=O)c2ccc(C)c(S(=O)(=O)N3CCCCCC3)c2)s1 | -0.0044 | 98 | -5 | 113 | 6 | -14 | -1 | 79 | -5
CCOC(=O)CNC(=O)CSc1ncnc2c1cnn2-c1ccc(Cl)cc1 | 0.31 | 98 | 6 | 96 | 10 | 8 | -3 | 84 | 15
Nc1nnc(COc2cccc(C(F)(F)F)c2)s1 | 0.78 | 105 | -7 | 89 | 1 | / | / | 108 | 1
Cc1nc(OCc2ccccc2)c2ccccc2n1 | -0.087 | / | -4 | / | 14 | -14 | -3 | / | 7
CC(=O)c1ccc(N2C(=O)NC3(CCCCC3)C2=O)cc1 | -0.7 | 98 | 2 | 106 | 11 | / | / | 105 | -5
CC(C(=O)Nc1sccc1C(N)=O)N1C(=O)C2CC=CCC2C1=O (configuration not stated) | -0.57 | 99 | -1 | 108 | 7 | -9 | -2 | 87 | 3
CCNc1nc(OCCNC(C)=O)nc(N(C)C)n1 | 0.31 | 94 | -5 | 95 | 0 | -39 | 1 | 86 | 0
COC(=O)c1[nH]c2cc(OC)ccc2c1NC(=O)CCN1CCN(Cc2ccc3c(c2)OCO3)CC1 | 0.21 | 102 | -3 | 90 | 12 | 7 | -4 | 90 | 3
CCOc1cc(C(c2c(C)[nH][nH]c2=O)c2c(C)[nH][nH]c2=O)ccc1OS(=O)(=O)c1ccccc1 | -0.59 | 98 | 3 | 84 | 6 | 2 | -2 | 102 | -8
CC1NC(=O)N(C)C2NC(=O)N(C)C(c3ccccc3)C12 (configuration not stated) | -0.43 | 97 | -3 | 95 | 9 | / | / | 99 | -7
Cc1cccc(NC(=O)c2ccc(NS(=O)(=O)c3c(C)noc3C)cc2)c1 | -0.3 | / | 20 | / | -2 | 22 | -2 | / | -1
COC(CNC(=O)c1cc(C)nn1-c1ccccc1)OC | -0.5 | 104 | -5 | 104 | 18 | -1 | -2 | 91 | 8
c1ccc(Cc2nc3ccccc3o2)cc1 | -0.061 | 106 | 9 | 98 | 3 | -14 | -4 | 100 | 1

Assay outcomes: PubChem BioAssay, several laboratories
